# Source: PubChem BioAssay (several laboratories)
# HIF activator: HIF pathway transcriptional activators, primary screen, cell-based, U2OS HRE-luciferase, luminescence | activation, % at 7.5 µM (by protocol) | U2OS HRE-luciferase reporter; normalized: DMSO 0%, desferrioxamine 100% | hit rate 0.32% among 300,000;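 active = mean activation of at least 10% of the iron chelator positive control signal, with at least half of replicates also reaching 10%; inconclusive = mean and replicate majority disagree about reaching 10%; inactive = mean and most replicates under 10%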
# AI-2 QS modul: Vibrio harveyi AI-2 quorum sensing modulators, primary screen, JMH597 strain, luminescence/OD600 ratio. Vibrio harveyi JMH597 AI-2 luminescence/OD600 ratio, 9 h; stronger effect = lower value; strain lacks LuxN and CqsS sensors; 0 = neutral-control median. hit rate 0.4% among 300,000. activity change, % at 7.5 µM. AID 2094, 2009; in the data active = activity change below about -75%, passing the limit was not always enough; inconclusive = no clear call, values can overlap the other calls;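 also: luminescence divided by OD600 gain over 9 h not by final OD600 alone; inactives centre near 13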
# HSP90 refold inh: HSP90 inhibitors, primary screen, cell lysate, luminescence | AID 1789, 2009 | Rabbit reticulocyte lysate, luciferase refolding luminescence, 3 h | Heat shock protein HSP 90 (rabbit reticulocyte lysate; luciferase refolding) | inhibition, % at 5.6 µM | hit rate 0.91% among 290,000;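 active = inhibition above the screen-wide mean plus 3 SD, computed separately per campaign, cut at about 16% in these data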;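 also: 0% = DMSO wells and 100% = 60 µM geldanamycin wells; inhibitors lower the luminescence because luciferase stays unfolded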
# KLF5 inhibitor: KLF5 expression inhibitors, primary screen, DLD-1 cells, luminescence; AID 1700, 2009; inhibition, % at 5 µM; DLD-1 KLF5 promoter-luciferase reporter; hit rate 0.23% among 290,000;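 active = inhibition above a per-plate limit of that plate's mean compound inhibition plus 3 SD, cut at about 60% in these data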;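 also: 0% = DMSO wells and 100% = LY294002 at 200 µM; higher means less KLF5 promoter-driven luciferase light; inactives centre near -14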
# HSF1 inh: HSF1 inhibitors in luciferase reporter cells, primary screen, cell-based, NIH3T3, luminescence; hit rate 0.77% among 300,000; activity change, negative = inhibition, % at 7.5 µM (by protocol); NIH3T3-HGL HSE-luciferase, MG132-induced, luminescence 8 h; stronger effect = lower value;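 active = more than half of replicate wells show activity change below -50%, luminescence cut by over half; inconclusive = some wells, but at most half, below -50%; inactive = no replicate well below -50%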;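 also: luciferase reports HSF-1 transcriptional activity via heat shock element; 0% = median of DMSO wells and -100% = zero luminescence signal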
# GSK3beta inhib: human GSK3beta kinase inhibitors, primary screen, biochemical, cell-free homogeneous, HTS; Glycogen synthase kinase-3 beta (Homo sapiens), P49841; GST-GSK3beta kinase, ADP-Glo luminescence, 60 min; stronger effect = lower value; activity score (negative = inhibition), % at 10 µM; hit rate 0.038% among 300,000; AID 2097, 2009;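 active = more than half of replicate wells score below -50%, meaning over 50% inhibition versus plate controls; inconclusive = some replicates but at most half score below -50%; inactive = no replicate scores below -50%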;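 also: 0% = median DMSO wells and -100% = median GW8510 positive control wells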
# Target sequence (P49841 whole entry, looked up): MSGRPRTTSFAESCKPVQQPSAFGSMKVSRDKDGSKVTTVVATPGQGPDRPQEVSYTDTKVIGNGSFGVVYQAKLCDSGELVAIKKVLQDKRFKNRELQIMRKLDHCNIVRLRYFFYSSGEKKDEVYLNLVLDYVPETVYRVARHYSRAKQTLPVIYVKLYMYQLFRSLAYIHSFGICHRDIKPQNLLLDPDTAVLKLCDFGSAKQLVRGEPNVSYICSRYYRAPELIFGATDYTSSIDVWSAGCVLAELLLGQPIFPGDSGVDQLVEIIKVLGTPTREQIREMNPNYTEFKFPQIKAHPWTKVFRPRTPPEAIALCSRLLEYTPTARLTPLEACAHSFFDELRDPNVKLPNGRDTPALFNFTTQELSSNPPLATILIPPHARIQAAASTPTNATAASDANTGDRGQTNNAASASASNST
#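 Assay system: GST-fused GSK3beta enzyme, cell-free / Medium: Tris pH 7.5 buffer with MgCl2, DTT, BSA, heparin / Also added: peptide substrate plus 25 µM ATP (final) / Compound: 10 µM single point / Timing: kinase reaction with compound 60 min at room temperature / Detection: ADP-Glo luminescence / Benchmarks: DMSO neutral wells and GW8510 at 20 µM as positive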
# IEC-6 tox: cytotoxicity in IEC-6 intestinal epithelial cells, primary screen, cytotoxicity control for KLF5 inhibitor project, cell-based, luminescence; IEC-6 cytotoxicity, luminescence viability; inhibition, % at 5 µM; hit rate 0.78% among 290,000; AID 1825, 2009; in the data active = inhibition above about 22%;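 also: 0% = plate median of test compound wells and 100% = cytotoxic reference compound wells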
# HSF1 activator: HSF-1 activators, primary screen, NIH3T3-HGL cells, MG132 stress, luminescence, single point; activation, % at 9 µM; AID 504408, 2011; hit rate 1.7% among 300,000; NIH3T3-HGL HSF-1 luciferase reporter, 8 h; 100% = twice DMSO control signal;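 active = mean replicate activation of at least 50% with a set share of replicates each reaching 50%; inconclusive = only one of those two conditions met; inactive = mean below 50% and too few replicates reaching it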;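 also: 0% = median of the neutral control wells and 100% = twice that signal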
# GSK3A inh: blockers of GSK3A enzyme activity – biochemical, luminescence, cell-free homogeneous, HTS, primary screen | Glycogen synthase kinase-3 alpha (Homo sapiens), P49840 | GSK-3 alpha kinase, ADP-Glo luminescence, 60 min | inhibition, % at 10 µM | hit rate 0.1% among 320,000;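 in the data active = inhibition above about 50%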;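 also: GST-tagged GSK-3 alpha with peptide substrate and 25 µM ATP; 0% = DMSO neutral wells and 100% = GW8510 positive control wells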
# Target sequence (P49840 whole entry, looked up): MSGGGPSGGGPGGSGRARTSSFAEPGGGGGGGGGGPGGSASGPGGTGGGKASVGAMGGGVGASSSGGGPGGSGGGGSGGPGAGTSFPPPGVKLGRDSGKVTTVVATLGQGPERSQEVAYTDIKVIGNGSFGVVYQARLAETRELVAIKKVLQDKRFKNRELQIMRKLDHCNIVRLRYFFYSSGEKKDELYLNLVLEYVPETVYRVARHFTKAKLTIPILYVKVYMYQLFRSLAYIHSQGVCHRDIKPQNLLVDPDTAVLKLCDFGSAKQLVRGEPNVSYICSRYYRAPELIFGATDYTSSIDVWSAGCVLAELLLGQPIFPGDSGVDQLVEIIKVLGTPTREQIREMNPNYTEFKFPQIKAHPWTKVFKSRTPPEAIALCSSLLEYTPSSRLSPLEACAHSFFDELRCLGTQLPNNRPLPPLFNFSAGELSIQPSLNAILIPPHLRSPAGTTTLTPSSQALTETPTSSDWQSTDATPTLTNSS
# aSyn 5UTR inh: MLPCN primary screen, SNCA 5' untranslated region; alpha-synuclein 5'UTR reporter, inhibitor activity; inhibition, % (tested at 7.5 µM); hit rate 0.82% among 300,000; AID 1813, 2009; in the data active = inhibition above about 60%; inconclusive = no clear call, values can overlap the other calls;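 also: H4 neuroglioblastoma cells stably carrying SNCA 5'UTR luciferase fusion; 0% = DMSO wells and 100% = positive control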
# Starred values were filed as active, the others as inactive; ? = inconclusive; nt = not tested or not shown.
SMILES,HIF activator,AI-2 QS modul,HSP90 refold inh,KLF5 inhibitor,HSF1 inh,GSK3beta inhib,IEC-6 tox,HSF1 activator,GSK3A inh,aSyn 5UTR inh
N#CC(C#N)=C1C(=O)N(CCN2CCCCC2)c2ccccc21,0.0,21,1,-21,-1,0,0,-7,-3,0
O=C(/C=C/c1ccc2c(c1)OCO2)NCCSCc1c(Cl)cccc1Cl,nt,8,0,2,-4,2,9,1,-1,-11
CCOc1cc(/C=N\NC(=O)c2c(C)nc3ccccn23)ccc1O,0.2,20,-3,-79,6,-1,-2,2,-1,1
COc1ccc(COC(=O)c2ccc(N3CCCC3=O)cc2)cc1F,-0.7,10,1,-5,2,-3,-2,-9,-1,18
CCOC(=O)CSc1ncnc2c1cnn2-c1ccc(C)cc1C,0.4,21,-3,1,1,-1,-10,2,-6,21
O=C(O)CC1(CC(=O)Nc2ccc(Br)cc2)CCCCC1,-0.7,9,-1,-32,-7,-1,-1,0,-17,10
Cc1ccc(-n2nc3c(=O)n(CC(=O)NCc4ccccc4Cl)nc(C)c3c2C)cc1,0.5,6,-3,-7,-2,1,0,-1,0,29
COc1ccccc1NC(=O)c1ccc(NC(=O)c2cc3c(s2)CCC3)cc1,-0.1,21,1,-9,-8,-5,4,-15,0,-15
CC(C)N1CC=C2C(C#N)=C(N)C(C#N)(C#N)[C@H](c3ccoc3)[C@H]2C1,-11,14,-2,4,-5,-10,-7,-6,17,-24
COc1ccc(NC2c3ccccc3C(=O)N2Cc2ccc3c(c2)OCO3)cc1 (stereo unspecified),-0.4,30,-2,-24,8,1,2,8,-1,19
O=C(NCCc1ccc(F)cc1)C1CCCCC1,0.6,-8,-3,-22,-4,-1,-5,2,-4,-46
CCN(C(=O)C(C)N1C(=O)/C(=C/c2cccs2)SC1=S)C1CCS(=O)(=O)C1 (stereo unspecified),-0.4,16,1,-22,6,-1,1,25,-2,-25
Cc1ccc(S(=O)(=O)N2CCN(C(=O)CC(C)n3nc(C)c(Cl)c3C)CC2)cc1C (stereo unspecified),0.2,9,0,-11,6,1,-7,4,0,4
CCC(COC(C)=O)Nc1nc2c([nH]1)c(=O)n(C)c(=O)n2C (stereo unspecified),-0.5,20,1,-10,-4,2,2,2,-1,2
O=c1c(C(c2ccc(Br)cc2)c2c(O)nc3n(c2=O)CCS3)c(O)nc2n1CCS2,0.4,12,0,-1,-4,1,4,-14,2,13
CCCCC(CCC(=O)Nc1nccs1)C(=O)O (stereo unspecified),-0.3,35,2,2,-1,-2,1,1,nt,4
CCc1ccc(OS(=O)(=O)c2cn(C)c(=O)n(C)c2=O)cc1,-0.1,20,-1,-39,0,-2,-1,-2,-6,4
COc1ccccc1N1CCN(C(=O)c2ccc(S(=O)(=O)N3CCCC3)cc2)CC1,0.1,13,0,-5,nt,-3,-2,nt,0,14
Cc1ccc(C(=O)NCc2ccc(Cl)cc2)o1,0.1,10,1,-14,3,-6,-3,15,1,9
COc1cc([N+](=O)[O-])cc(/C=N/NC(=O)C(C)Nc2ccccc2C)c1O (stereo unspecified),0.3,36,-1,-12,-46,3,-2,-48,-3,-2
O=C(N1CCOCC1)C12CCC3CC(CC(C3)C1)C2,-0.5,20,2,4,-54*,1,2,-64,0,5
COc1ccc(C/C(C)=N/NC(=S)Nc2ccccc2)cc1,2.9,4,-4,-10,-4,4,2,2,-1,-124
CCOC(=O)N1CCN(c2nc(-c3ccccc3)c3cc(C)ccc3n2)CC1,0.2,5,-2,-43,3,-1,4,0,0,17
COc1ccc(-c2cc(C(=O)N3CC4(C)CC3CC(C)(C)C4)no2)cc1OC (stereo unspecified),-0.3,10,5,15,6,2,-2,24,-4,-6
CCN(CC)C(=O)CC(c1ccc2c(c1)OCO2)c1c(OC)cc(OC)c2c(-c3ccccc3)cc(=O)oc12 (stereo unspecified),0.1,-5,nt,nt,18,-1,nt,-3,-5,38
CC(C)NC(=O)COc1nncc2ccccc12,-0.1,19,0,-27,-5,0,-5,-22,0,0
CC1C(=O)CC(c2ccc([N+](=O)[O-])cc2)NC1c1ccc([N+](=O)[O-])cc1 (stereo unspecified),-0.9,16,3,-7,6,0,1,9,1,8
O=C(Cc1ccc(S(=O)(=O)N2CCOCC2)s1)NCCC(c1ccccc1)c1ccccc1,-0.8,17,4,-24,10,-1,0,49,1,8
O=c1oc2cc(O)ccc2s1,-0.1,14,nt,nt,13,-1,nt,19,-1,9
COc1ccccc1NC(=S)N(Cc1ccccc1)Cc1ccccn1,0.0,25,3,-23,-4,2,-3,-15,-2,8
CCc1ccc2[nH]c(=O)c(CN(Cc3ccco3)S(=O)(=O)c3ccc4c(c3)OCCO4)cc2c1,-0.4,16,-1,-14,-11,-1,-2,-16,-1,-1
Cc1ccc(C)c(S(=O)(=O)Nc2ccc(C(N)=O)cc2)c1,-0.4,-2,-3,-12,-5,-1,-2,-12,0,21
CCOC(=O)c1c(C)[nH]c(C(=O)OCc2ccc(F)cc2)c1C,2.6,1,-5,-201,22,0,-4,?,nt,-170
Cc1c(Cl)cccc1NC(=O)C1Cc2ccccc2CN1C(=O)c1ccccc1 (stereo unspecified),-0.4,17,2,-11,1,2,-3,8,-2,-10
Cc1cc(C)[n+]2[nH]c(N)c(N=Nc3ccccc3)c2n1,-0.1,4,0,-15,-6,1,5,-1,2,-49
Cc1sc2nc(CSCC(=O)Nc3ccccc3C#N)[nH]c(=O)c2c1C,0.1,-3,0,-12,13,1,-2,39,3,-6
Cc1nc2c(C(=O)N3CCCC3)cnn2c(C)c1Cc1c(F)cccc1Cl,0.2,26,3,-52,2,-1,-1,6,-1,3
O=C(C1CCCCC1)N1CCc2[nH]c3ccc(F)cc3c2C1,0.2,11,1,-6,11,1,11,14,-2,2
Cc1ccc(C(C)C)c(OCC(=O)NNC(=O)Nc2ccccc2)c1,-0.5,43,nt,nt,-5,6,nt,-3,-4,13
S=c1[nH]nc(-c2cccc3ccccc23)n1-c1cccnc1,-0.5,9,-6,-18,-3,0,-3,-1,-2,-13
CCN1C(=O)C(CC(=O)Nc2ccc(F)cc2)N(Cc2ccco2)C1=S (stereo unspecified),-1.2,11,3,-2,15,1,7,35,-3,10
CSCCC(=O)NC1CCCN(CCc2ccccc2)C1 (stereo unspecified),-4.6,12,1,-13,-3,4,7,-6,-7,8
CC1CCN(S(=O)(=O)c2ccc3c(c2)N(CC(=O)N(C)Cc2ccco2)C(=O)CO3)CC1,0.2,8,3,0,-7,0,4,-10,-2,45
O=c1c2ccccc2nc(SCc2nnc(-c3ccccc3)o2)n1-c1ccccc1,-0.5,33,nt,nt,0,6,nt,-3,1,3
CC12CCC(C(=O)N3CCC(Cc4ccccc4)CC3)(C(=O)C1=O)C2(C)C (stereo unspecified),-0.4,56,-3,-12,-2,-4,-2,8,-3,-26
O=[N+]([O-])c1ccc(NCc2ccccn2)nc1,0.2,13,0,-53,19,0,3,16,nt,-24
COCCNc1nc(=S)[nH]c2cc(OC)c(OC)cc12,-9.4,28,1,-5,-2,1,2,9,0,-14
CCOC(=O)CN1C(=O)/C(=C/c2cccc(Br)c2)Oc2ccccc21,-0.4,1,-2,-18,0,0,-1,14,-1,-35
CC1=NN(c2nc(-c3ccc(C)cc3)cs2)C(=O)C1N=Nc1ccc2ccccc2c1 (stereo unspecified),0.1,-2,0,9,-7,-2,5,-10,nt,21
Cc1nc(N)sc1-c1nnc(SCC(=O)Nc2nccs2)n1C,0.3,14,-1,-29,-1,-7,0,-5,11,-5
CCOc1ccc(NC(=S)Nc2cccc3cnccc23)cc1,-0.7,6,4,-25,17,-3,12,19,0,-89
Cc1ccc(C(=O)N2CCN(c3ccc(C(F)(F)F)cn3)CC2)cc1,-8.8,28,2,-23,-4,3,0,3,-2,3
c1ccc2cc(CN3CCOCC3)ccc2c1,-0.1,3,1,-31,-4,1,2,-11,-3,28
CN(C(=O)COc1ccc(Oc2ccccc2)cc1)C1CCS(=O)(=O)C1 (stereo unspecified),0.0,5,-5,-15,4,1,-3,5,0,-11
COC(=O)CCC(=O)COc1ccccc1C#N,1.0,9,2,-21,2,0,-5,4,-2,-11
CN(C)/C=C(\C#N)C(=O)Nc1ccccc1,1.9,8,0,-17,4,-2,0,?,0,-73
COC(=O)CCN(C(=O)c1ccc2c(c1)OCO2)c1ccccn1,0.2,13,-2,17,1,-6,-4,0,-5,9
COc1c(C)cc(Br)cc1C(=O)Nc1cccc(-c2nc3ncccc3o2)c1,-0.3,8,2,-1,-7,4,4,1,2,-5
Cc1cccc(NC(=S)N(CCN(C)C)C(C)c2cccnc2)c1 (stereo unspecified),-0.3,2,5,-28,23,1,-4,60*,0,-3
COc1cccc(CNC(=O)c2nnn(CC(=O)Nc3ccc(C)c(C)c3)c2N)c1,0.2,24,nt,nt,-5,1,nt,-4,-4,7

# (cont.)
SMILES,HIF activator,AI-2 QS modul,HSP90 refold inh,KLF5 inhibitor,HSF1 inh,GSK3beta inhib,IEC-6 tox,HSF1 activator,GSK3A inh,aSyn 5UTR inh
Cc1cccc(C)c1NC(=S)NN(Cc1ccccc1)c1ccccc1,-0.8,17,6,12,7,3,9,11,-1,-23
Cc1cccc(C)c1NC(=O)CSc1nnc(C)n1CC1CCCO1 (stereo unspecified),-0.4,17,12,-15,-12,-1,2,1,-1,6
COc1ccc(N2CCN(C(=O)NCc3ccc(OC)c(Cl)c3)CC2)cc1,-1.2,37,-4,-6,-4,-1,-6,-14,-3,11
COc1cc(C2Nc3ccc4ccccc4c3C3=C2C(=O)CC(C)(C)C3)ccc1OCC(=O)O (stereo unspecified),0.3,5,1,-19,-1,0,6,26,2,-1
CCOC(=O)C1CCCN(c2c(NCCCN(C)Cc3ccccc3)c(=O)c2=O)C1 (stereo unspecified),-0.3,-1,-2,-22,-1,1,-2,-6,-2,12
O=C(CSc1nnc(COc2ccccc2)n1-c1ccccc1)c1cccs1,0.2,-3,8,-1,13,1,9,21,0,-35
CCC1(CC)NC(=O)N(CC(=O)NCc2ccc3c(c2)OCO3)C1=O,-1.1,16,0,-7,-5,1,5,-9,-26,-7
CCOc1ccc(S(=O)(=O)Nc2ccc(C(=O)N/N=C/c3c(C)nn(-c4ccccc4)c3N3CCCC3)cc2)cc1,-0.2,8,8,0,-8,7,-2,-4,1,23
